Assay outcomes from PubChem.
aSyn yeast inh – qHTS of alpha-syn Inhibitors; actives 0.14% (n = 370,000); Potency, µM (top dose mostly 46.1 µM), for the others: at the top dose growth rescue (activation), most hits filed as activators; Yeast expressing alpha-synuclein, growth rescue, BacTiter-Glo, 24 h; also: potency is read from the fitted curve at half-maximal effect; % of control where 0% means no effect; nearly all actives have a fitted effect of over 65% in size
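Galactose-induced alpha-syn yeast (OD600=0.02, raffinose-pregrown) + pinned cpd, 24 hr, 30 deg C; growth by BacTiter-Glo luminescence. Growth restoration scores as activation.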
IL-2 act – qHTS of IL-2 Activators; activation, % (series mostly up to about 46 µM); actives 0.065% (n = 360,000); AID 652025, 2013; IL-2 activation reporter assay, cell-based qHTS; stimulated with anti-CD3/CD4/CD28 beads; in transgenic mouse T cells; in the data active = activation above about 50%; inconclusive = mostly about 30% to 49%; also: 0% is about no effect
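Unstimulated transgenic mouse T cells preincubated 60 min with compound, then stimulated with anti-CD3/anti-CD4-coated beads plus anti-CD28 for 18 h at 37 degrees C. IL-2 response read as EGFP and DsRed fluorescence by plate cytometry.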
EPAC1 antagonist – qHTS for Antagonist of cAMP-regulated guanine nucleotide exchange factor 3 (EPAC1): primary screen | Rap guanine nucleotide exchange factor 3 (Homo sapiens), O95398 | EPAC1 GEF assay, Rap1b-BODIPY-GDP exchange fluorescence | Potency, µM (highest dose often 115 µM), for the others: at the highest dose activity change, negative = inhibition, usual class: inhibitors | actives 0.14% (n = 360,000) | AID 720709, 2013;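 also: potency is read from the fitted curve at half-maximal effect; plate controls were vehicle for no effect and positive control for full effect; nearly all actives have a fitted effect of over 50% in size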
WRN inhibitor – qHTS for Inhibitors of WRN Helicase; Bifunctional 3'-5' exonuclease/ATP-dependent helicase WRN (Homo sapiens), Q14191; Potency, µM (series often up to 114 µM), for inactives: at the highest dose activity change, negative = inhibition, most hits filed as inhibitors; WRN helicase unwinding, fluorescent forked duplex, kinetic; actives 0.46% (n = 360,000); AID 651768, 2012; also: potency is read from the fitted curve at half-maximal effect; % is scaled to controls: 0 for no effect and ±100 for the full control effect; nearly all actives have a fitted effect of over 55% in size
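Screening of the MLSMR collection measured strand separation of a quenched forked DNA duplex (100 nM) by 20 nM WRN with 2 mM ATP, all final. Compounds were preincubated with enzyme 15 min at room temperature.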
EPAC1 ag – qHTS for Agonist of cAMP-regulated guanine nucleotide exchange factor 3 (EPAC1): primary screen; EPAC1 agonist qHTS, biochemical assay; response scale: 100% = response to 6.5 mM cAMP; Potency, µM (series often up to 154 µM), for inactives: at the top dose activation, hits mostly activators; actives 0.073% (n = 360,000); AID 720707, 2013; also: potency is read from the fitted curve at half-maximal effect; nearly all actives have a fitted effect of over 60% in size
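Nucleotide exchange by EPAC1 (100 nM) on Rap1B–BODIPY-GDP (250 nM) in the presence of 50 uM GDP is tracked fluorescently at 480/540 nm over 30 min. Signals are normalized to a 6.5 mM cAMP control.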
FUS yeast rescue – qHTS for Suppressors of FUS Proteinopathy: Primary screen using FUS-linked yeast assay; AID 1347120, 2019; actives 0.24% (n = 390,000); Potency, µM (series often up to 76.6 µM), without a hit: at the highest dose growth rescue (activation), usual class: activators; S. cerevisiae FUS-expressing, growth rescue, OD600, 24 h;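 also: potency is read from the fitted curve at half-maximal effect; plate controls were DMSO vehicle for no effect and reference control for full effect; nearly all actives have a fitted effect of over 55% in size; some results filed as inactive show a strong effect at the top dose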
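Toxicity suppression screen in FUS-yeast. Cells induced with 2% galactose, starting OD 0.005, treated 24hr at 30C with compounds at multiple final concentrations; growth by OD600.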
PI5P4Ka inh – qHTS for Inhibitors of phosphatidylinositol 5-phosphate 4-kinase (PI5P4K) | PI5P4Kalpha enzyme, ADP-Glo luminescence, 60 min; stronger effect = lower value | actives 1.2% (n = 330,000) | Phosphatidylinositol 5-phosphate 4-kinase type-2 alpha (Homo sapiens), P48426 | max response, %; active = max response of -50% or lower; inconclusive = between -30% and -50%; inactive = -30% or higher; also: value at the top dose of about 77 µM; % is scaled to controls: 0 for no effect and ±100 for the full control effect
Target sequence (P48426 whole entry, looked up): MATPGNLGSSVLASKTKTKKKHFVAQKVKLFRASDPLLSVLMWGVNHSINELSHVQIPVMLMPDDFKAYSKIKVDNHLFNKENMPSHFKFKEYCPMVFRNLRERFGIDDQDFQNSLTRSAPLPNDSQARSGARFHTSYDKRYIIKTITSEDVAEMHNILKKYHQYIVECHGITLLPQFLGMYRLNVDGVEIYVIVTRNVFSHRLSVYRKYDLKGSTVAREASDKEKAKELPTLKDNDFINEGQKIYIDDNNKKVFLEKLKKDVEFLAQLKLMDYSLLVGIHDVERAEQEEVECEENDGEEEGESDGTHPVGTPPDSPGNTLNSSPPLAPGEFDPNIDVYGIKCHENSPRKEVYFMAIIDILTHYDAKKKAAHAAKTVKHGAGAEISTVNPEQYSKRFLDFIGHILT
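Quantitative HTS of the MLSMR library against PI5P4Kalpha with substrate. ATP added last at 5 microM final; room temperature, 60 minutes. Remaining ATP depleted, ADP converted and read as luminescence.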
PLK1 PBD block – qHTS for Inhibitors of PLK1-PDB (polo-like kinase 1 - polo-box domain): Primary Screen. Potency, µM, for inactives: max response, negative = inhibition, usual class: inhibitors. Plk1 PBD binding of FITC phosphopeptide, fluorescence polarization. Serine/threonine-protein kinase PLK1 (Homo sapiens), P53350. AID 720504, 2013. actives 2.8% (n = 360,000); also: potency is read from the fitted curve at half-maximal effect; series mostly up to about 57 µM; % is scaled to controls: 0 for no effect and ±100 for the full control effect; nearly all actives have a fitted effect of over 65% in size
Target sequence (P53350 whole entry, looked up, the tested form may be a part): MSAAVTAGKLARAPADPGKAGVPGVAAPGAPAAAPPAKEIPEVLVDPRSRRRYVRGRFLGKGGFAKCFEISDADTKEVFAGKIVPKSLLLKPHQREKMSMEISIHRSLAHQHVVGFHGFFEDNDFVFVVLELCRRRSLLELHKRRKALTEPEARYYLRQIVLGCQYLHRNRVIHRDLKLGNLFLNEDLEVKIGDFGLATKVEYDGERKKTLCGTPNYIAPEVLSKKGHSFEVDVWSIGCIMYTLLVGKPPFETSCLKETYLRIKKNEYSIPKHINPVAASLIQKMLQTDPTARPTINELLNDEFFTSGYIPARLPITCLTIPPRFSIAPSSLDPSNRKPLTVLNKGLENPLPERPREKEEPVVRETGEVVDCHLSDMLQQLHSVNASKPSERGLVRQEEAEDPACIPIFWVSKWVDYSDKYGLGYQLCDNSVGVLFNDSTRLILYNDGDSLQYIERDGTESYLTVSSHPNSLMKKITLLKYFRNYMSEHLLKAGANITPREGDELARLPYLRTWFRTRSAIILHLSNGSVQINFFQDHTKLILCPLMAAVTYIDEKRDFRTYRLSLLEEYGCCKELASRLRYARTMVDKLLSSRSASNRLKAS
Abeta rescue – qHTS for compounds that reverse cellular toxicity of Amyloid beta (A-beta) peptide in yeast: Primary Screen | AID 1347071, 2019 | Potency, µM (titrated, usually from 46.1 µM), without a hit: top-dose growth rescue, most hits filed as activators | actives 0.063% (n = 410,000) | yeast expressing A-beta42, growth rescue, OD600, 48 h; response scale: 0% DMSO, 100% iron-clioquinol control; also: potency is read from the fitted curve at half-maximal effect; nearly all actives have a fitted effect of over 55% in size
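Yeast growth medium received pinned compounds, then yeast cells expressing toxic A-beta were added; plates incubated at 30 C for 48 hr. Growth read as absorbance at 600 nm, normalized to DMSO and equimolar FeCl3 plus clioquinol controls.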
Starred values were filed as active, the others as inactive; ? = inconclusive; / = not tested or not shown; & = joins results of further samples; [ ] = remark or other dose. Unless noted, calls follow the shape of the dose curve; as a rule, active = well fitted curve in the direction sought with a large enough effect; inconclusive = small, poorly fitted or top-dose-only effect, or another doubt; inactive = no such curve, though single readings can be large; an effect the other way counts as inactive or inconclusive. The order is random; 4.1% or so of the library scored in one or more.

SMILES	aSyn yeast inh	IL-2 act	EPAC1 antagonist	WRN inhibitor	EPAC1 ag	FUS yeast rescue	PI5P4Ka inh	PLK1 PBD block	Abeta rescue
CCC(C)n1c(/C=C/c2ccccc2)nc2ccccc21 (stereo not drawn)	1%	-2.5	-12%	4%	-12%	20%	1	?	9%
Cc1ccc(Nc2cc(=O)n(C)c(=O)[nH]2)cc1C	-4%	-1.8	-4%	8%	15%	-31%	-4	-8%	3%
Cc1ccc(Cn2c(=N)n(CC(O)c3ccco3)c3ccccc32)cc1 (stereo not drawn)	0%	-0.9	6%	0%	13%	23%	0	-8%	14%
O=C(O)C1Nc2c(Cl)cc(Cl)cc2C2C=CCC12 (stereo not drawn)	9%	0.2	18µM*	10µM*	5%	27%	-99*	7.5µM*	18%
O=C(CCNC(=O)c1ccc([N+](=O)[O-])cc1)Nc1ccccc1N1CCOCC1	-1%	0.4	19%	1%	-2%	-23%	7	3%	1%
O=C(CNC(=O)c1ccc(Br)o1)NCCc1ccc(F)cc1	-5%	-1.3	3%	5%	10%	4%	5	-10%	-3%
CCOC(=O)c1c(NC(=O)CSc2nnnn2-c2ccc3c(c2)OCCO3)sc(C)c1C	7%	-1.5	6%	-8%	-1%	37%	/	-1%	5%
COc1ccc(-n2nc(C(=O)NCC(=O)N3CC(C)CC(C)C3)c3ccccc3c2=O)cc1OC (stereo not drawn)	5%	0.4	-14%	1%	-2%	32%	2	3%	-5%
Cc1ccc(CCNC(=O)C2CCN(S(=O)(=O)c3ccc4c(c3)NC(=O)CO4)CC2)cc1	-6%	-2.2	-11%	11%	7%	1%	-7	-1%	6%
C=CCNC(=O)CCNS(=O)(=O)c1ccc(Br)cc1	-2%	-1.0	5%	-2%	8%	17%	/	-6%	5%
COc1ccc(C(=O)NC(CC(=O)O)c2cc([N+](=O)[O-])ccc2Cl)cc1 (stereo not drawn)	-2%	-3.9	-10%	-1%	4%	12%	-4	-11%	-12%
COc1ccc(CCC(=O)NCc2cn3ccc(C)cc3n2)cc1	-4%	-1.8	22%	-1%	2%	-9%	1	-6%	2%
COc1ccc(C2CC(=O)Oc3cc(C)cc(C)c32)cc1 (stereo not drawn)	5%	-0.5	-4%	-10%	-16%	-26%	4	-9%	8%
Cc1ccc(S(=O)(=O)CCC(=O)Nc2nnc(-c3ccccc3S(C)(=O)=O)o2)cc1	1%	-3.2	-1%	-1%	2%	-8%	-8	-3%	20%
CC1CN=C(NS(=O)(=O)c2ccccc2)N1 (stereo not drawn)	?	5.3	-5%	-14%	1%	-20%	-2	-6%	1%
COc1cc(/C=C(\C#N)C(=O)Nc2cccc(C(=O)O)c2)ccc1OCc1ccc(C)cc1	1%	-2.3	-25%	-25%	3%	12%	-24	?	-14%
O=C(NCCN1CCOCC1)c1ccc(CS(=O)(=O)Cc2ccccc2F)o1	5%	0.0	-15%	2%	1%	15%	-14	-3%	5%
CSc1ncc(S(=O)(=O)c2ccccc2)c(=O)[nH]1	0%	1.9	-25%	1%[57.1 µM]	-8%	-8%	-7	-12%	-6%
Cc1nnc(N(C)C(=O)c2ccc3c(c2)OCO3)s1	-7%	0.2	-9%	-6%	5%	6%	0	-4%	-6%
Cc1ccc(C(=O)O)cc1NC(=O)CN1C(=O)C2C3c4ccccc4C(Br)(c4ccccc43)C2C1=O (stereo not drawn)	-3%	-1.8	2%	-7%	3%	?	-8	-12%	17%
Cc1ccc(-c2[nH]c(=O)n3ccncc23)s1	-3%	3.8	-5%	?	1%	-6%	2	-21%	-13%
Cc1cc(N2CCCC2=O)c(N)cc1N	-4%	1.6	-8%	-6%	6%	12%	/	-3%	-13%
O=C(O)Cc1ccc2c(c1)N(S(=O)(=O)c1cccc(C(F)(F)F)c1)CC(C(=O)O)O2 (stereo not drawn)	0%	1.0	12%	-1%	6%	-19%	1	-4%	2%
CC1=N/C(=C\c2ccc([N+](=O)[O-])cc2)C(=O)N1c1ccc(F)cc1F	-4%	-0.7	11%	-23%	-5%	3%	-4	-6%	-3%
CNc1nc(N/N=C/c2cc3c(cc2[N+](=O)[O-])OCO3)nc(Nc2ccccc2)n1	4%	-0.8	-20%	-24%	-18%	?	-68*	1%	-30%

More structures:
SMILES	aSyn yeast inh	IL-2 act	EPAC1 antagonist	WRN inhibitor	EPAC1 ag	FUS yeast rescue	PI5P4Ka inh	PLK1 PBD block	Abeta rescue
COC(=O)c1[nH]c2cc(C)ccc2c1NC(=O)CN1CCOCC1	0%	-0.7	11%	9%	10%	1%	-1	-13%	9%
O=C(NC(=S)NC1CCN(Cc2ccccc2)CC1)c1ccc(F)cc1	-2%	1.3	11%	0%	-3%	-9%	3	-2%	-8%
CCOc1ccc(CN2CCNC(=O)C2CC(=O)NCCc2ccccn2)cc1 (stereo not drawn)	-1%	-3.5	-13%	-3%	8%	1%	-1	-3%	-10%
COc1ccc(-c2nnc(NC(=O)c3ccccc3[N+](=O)[O-])s2)c(OC)c1	2%	-2.5	9%	-2%	7%	-24%	-2	-7%	4%
COc1cc(OC)cc(C(=O)Nc2cccnc2)c1	-3%	0.8	-15%	8%	4%	-9%	5	-11%	-3%
O=c1c2ccccc2nc2n1CCc1c-2[nH]c2ccccc12	-5%&-10%	0.0	-19%	1%	-20%	-42%	0	-12%	-24%
CC(=O)c1sc(C(=O)O)c(-c2ccco2)c1-c1ccco1	0%	0.2	4%	-36%	6%	5%	?	?	16%
O=C(c1n[nH]c(=O)c2ccccc12)N1CCN(c2ccc(F)cc2)CC1	-5%	2.3	-10%	2%	0%	7%	-6	1%	-13%
CCc1cc2c(-c3ccccc3)cc(=O)oc2cc1OC(C)C(=O)NCC1CCC(C(=O)O)CC1 (stereo not drawn)	-14%	-0.4	0%	-1%	-16%	?	7	-1%	-17%
COc1cccc(-n2nnnc2SCC(=O)Nc2nc3c(s2)CCCC3)c1	5%	-0.4	-26%	-9%	11%	5%	-7	-2%	15%
COc1ccc(CCNC(=O)C(=O)NCC2OCCN2S(=O)(=O)c2cccs2)cc1 (stereo not drawn)	-3%	-0.5	6%	-33%	7%	/	-18	-4%	-20%
Cc1cc(OCC(=O)Nc2ccc(N3CCN(C)CC3)cc2)ccc1Cl	-3%	1.4	4%	8%	10%	-7%	1	-7%	-16%
Cc1ccn2c(=O)c(NC(=O)c3cccc4ccccc34)c(C)nc2c1	-2%	-1.8	1%	21%	-9%	-4%	-6	-6%	-21%
CCc1cc2c(N=Nc3c(O)[nH]c4ccccc34)ncnc2s1	-2%	68*	12%	-5%	9%	/	1	11%	-8%

2 compounds drawn at random from the list so far, as already listed:
SMILES	aSyn yeast inh	IL-2 act	EPAC1 antagonist	WRN inhibitor	EPAC1 ag	FUS yeast rescue	PI5P4Ka inh	PLK1 PBD block	Abeta rescue
CCc1cc2c(N=Nc3c(O)[nH]c4ccccc34)ncnc2s1	-2%	68*	12%	-5%	9%	/	1	11%	-8%
CC(=O)c1sc(C(=O)O)c(-c2ccco2)c1-c1ccco1	0%	0.2	4%	-36%	6%	5%	?	?	16%

An excerpt from above in order of length of the SMILES, falling.
SMILES	aSyn yeast inh	IL-2 act	EPAC1 antagonist	WRN inhibitor	EPAC1 ag	FUS yeast rescue	PI5P4Ka inh	PLK1 PBD block	Abeta rescue
CCc1cc2c(-c3ccccc3)cc(=O)oc2cc1OC(C)C(=O)NCC1CCC(C(=O)O)CC1 (stereo not drawn)	-14%	-0.4	0%	-1%	-16%	?	7	-1%	-17%
COc1ccc(CCNC(=O)C(=O)NCC2OCCN2S(=O)(=O)c2cccs2)cc1 (stereo not drawn)	-3%	-0.5	6%	-33%	7%	/	-18	-4%	-20%
O=C(c1n[nH]c(=O)c2ccccc12)N1CCN(c2ccc(F)cc2)CC1	-5%	2.3	-10%	2%	0%	7%	-6	1%	-13%
Cc1ccn2c(=O)c(NC(=O)c3cccc4ccccc34)c(C)nc2c1	-2%	-1.8	1%	21%	-9%	-4%	-6	-6%	-21%
CCOc1ccc(CN2CCNC(=O)C2CC(=O)NCCc2ccccn2)cc1 (stereo not drawn)	-1%	-3.5	-13%	-3%	8%	1%	-1	-3%	-10%
O=C(NC(=S)NC1CCN(Cc2ccccc2)CC1)c1ccc(F)cc1	-2%	1.3	11%	0%	-3%	-9%	3	-2%	-8%
COC(=O)c1[nH]c2cc(C)ccc2c1NC(=O)CN1CCOCC1	0%	-0.7	11%	9%	10%	1%	-1	-13%	9%
CC(=O)c1sc(C(=O)O)c(-c2ccco2)c1-c1ccco1	0%	0.2	4%	-36%	6%	5%	?	?	16%
O=c1c2ccccc2nc2n1CCc1c-2[nH]c2ccccc12	-5%&-10%	0.0	-19%	1%	-20%	-42%	0	-12%	-24%
COc1cc(OC)cc(C(=O)Nc2cccnc2)c1	-3%	0.8	-15%	8%	4%	-9%	5	-11%	-3%
